TAG inh – inhibitors of triacylglycerol accumulation, primary screen, cell-based, uHTS, fluorescence, H9c2. H9c2 cells, Nile Red lipid (TAG) fluorescence; cells loaded with 200 µM oleic acid. inhibition, % at 12.5 µM. hit rate 0.66% among 230,000. AID 651582, 2012;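 active means pattern-corrected inhibition of lipid staining of at least 50% with the nuclear-stain viability signal not falling by more than 50%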;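 further: 0% = DMSO wells and 100% = triacsin C control wells; some results filed as inactive read as strong as hits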
TAG inh DAPI viability – further read-out of TAG inh, marked with its call; DAPI nuclei signal change (viability), lower = more cytotoxic, %;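 whole-well DAPI fluorescence read on a plate reader as a viability signal; minus 50 percent equals half of cells still viable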
Active calls of the source: *. A portion of the library; the hit share may differ from the screen's.

nr	Molecule	TAG inh	TAG inh DAPI viability
1	NS(=O)(=O)c1ccc(CCNC(=O)CN2CCN(S(=O)(=O)c3ccccc3F)CC2)cc1	0	0
2	Cc1ccc(S(=O)(=O)C(C#N)=C2N(C)c3ccccc3N2C)cc1	-4	-6
3	NC(=O)[C@@H]1CCCN1C(=O)c1cc(COc2ccc3c(c2)CCCC3)on1	-13	0
4	Cn1c(Cc2c[nH]c3ccccc23)n[nH]c1=S	-1	1
5	CC1CCN(C(=O)CSc2nc(=O)n3cc(Cl)ccc3n2)CC1	-9	23
6	O=S(=O)(NCCc1ccccc1)c1cccc(S(=O)(=O)N2CCOCC2)c1	6	-13
7	O=S(=O)(/C=C/c1ccccc1)N1CCN(c2nc(-c3ccccc3)nc3ccccc23)CC1	7	14
8	Cc1ccc(CN2C(=O)CCC2C(=O)N2CCN(c3ccccc3)CC2)cc1 (stereo unspecified)	4	-15
9	COc1ccc(/C=N/NC(=O)CC(=O)NCc2cccnc2)cc1[N+](=O)[O-]	27	6
10	COc1ccc(N2CCN(C(=O)C(=O)c3cn(CC(=O)N4CCCC4)c4ccccc34)CC2)cc1	21	-6
11	CC[C@]1(C(=O)OC)[C@H]2C(=O)N(C)C(=O)[C@H]2[C@H]2CN(C)C(=NC3CCCCC3)N21	2	-10
12	O=C(C1=C[C@H](c2csc3ccccc23)C[C@H](OCc2ccc(CO)cc2)O1)N1CCN(Cc2ccccc2)CC1	-11	4
13	C[C@H](CO)N1C[C@H](C)[C@@H](CN(C)Cc2ccccc2)Oc2c(NC(=O)C3CCCCC3)cccc2C1=O	-9	0
14	Cc1c(N/C(=N/S(=O)(=O)c2cc([N+](=O)[O-])ccc2Cl)c2ccccc2)c(=O)n(-c2ccccc2)n1C	5	-5
15	COc1ccc(/C=C/C(=O)Nc2cccc(S(=O)(=O)NC3=NCCCCC3)c2)cc1	-1	2
16	COc1ccc(/C=N/NC(=O)c2cccnc2)cc1CN1CCOCC1	17	-14
17	N#Cc1ccc(S(=O)(=O)N2CCN(CC(=O)Nc3ccccc3C(=O)NC3CC3)CC2)cc1	-13	-4
18	O=C(NC(=S)NC1CCS(=O)(=O)C1)c1ccccc1Br (stereo unspecified)	-8	2
19	C[C@H](CO)N1C[C@H](C)[C@H](CN(C)S(=O)(=O)c2cccs2)Oc2ncc(-c3cc4ccccc4o3)cc2C1=O	24	-3
20	CN(CC(=O)Nc1ccc(Cl)c(C(F)(F)F)c1)C(=O)/C=C/c1cccs1	-11	4
21	COc1ccc(CCNC(=O)CSc2nc(C)nc3c2c(=O)n(C)c(=O)n3C)cc1OC	-2	-7
22	O=C(Nc1cccc2c1CCCC2)c1cc(C2CCCCN2C(=O)OCCF)on1 (stereo unspecified)	-6	0
23	COc1ccccc1-c1nn2c(C(F)(F)F)nnc2s1	9	-5
24	O=C(NCCc1ccccc1)C1CCN(C2CCN(Cc3ccc(CO)o3)CC2)CC1	8	3
25	CSc1ccc(CN(C)C(=O)C2CCN(C(=O)Nc3ccccc3)CC2)cc1	47	-25
26	O=C(Nc1cccc(Cl)c1)C1=Cc2cc(Cl)ccc2OC1	-5	1
27	COc1ccc(/C=C/C(=O)NCCNC(=O)c2ccccc2)cc1OC	2	-2
28	Cc1cc(=O)[nH]c(SCc2nc3ccccc3s2)n1	10	-1
29	CCC(=O)N1CCc2cc(S(=O)(=O)NC(C(=O)NCc3ccc(F)cc3)C(C)C)ccc21 (stereo unspecified)	6	-1
30	N#Cc1nc(COc2ccccc2)oc1N1CCOCC1	-3	-3
31	CC(=O)Nc1ccc(-c2nnn(CC(=O)c3ccccc3)n2)cc1Cl	-6	-8
32	O=CNNC(=O)c1cccc([N+](=O)[O-])c1	-7	6
33	Cc1csc(NC(=O)CSc2nc3[nH]ncc3c(=O)[nH]2)n1	-1	8
34	CN(C)c1ccc(NC(=O)Cn2cc3c(n2)CCCC3)cc1	-8	10
35	CCC(C)(C)NC(=O)C(c1ccccn1)N(C(=O)c1csnn1)c1ccccc1 (stereo unspecified)	16	-5
36	COC(=O)CC1(C(=O)OC)Nc2cc(Cl)c(Cl)cc2S(=O)(=O)N1O (stereo unspecified)	1	-3
37	Fc1ccc(OCc2nc(-c3ccc(Br)o3)no2)c(F)c1	-13	-3
38	COCCNC(=O)C1(C)CCN(Cc2ccc3ccccc3c2Br)C1 (stereo unspecified)	-11	-3
39	S=C(Cc1ccc(-c2ccccc2)cc1)N1CCOCC1	-1	-5
40	NC(CSC1(c2cccc3ccccc23)c2ccccc2-c2ccccc21)C(=O)O (stereo unspecified)	11	-12

Reprinted at random: two compounds from above.
nr	Molecule	TAG inh	TAG inh DAPI viability
38	COCCNC(=O)C1(C)CCN(Cc2ccc3ccccc3c2Br)C1 (stereo unspecified)	-11	-3
40	NC(CSC1(c2cccc3ccccc23)c2ccccc2-c2ccccc21)C(=O)O (stereo unspecified)	11	-12

More entries
nr	Molecule	TAG inh	TAG inh DAPI viability
41	CC(C)Nc1nc(Nc2ccc(Cl)cc2F)c2sccc2n1	-5	11
42	COc1ccc(NS(=O)(=O)c2cccc(C(=O)NCc3ccccc3CN3CCCC3)c2)cc1	10	8
43	CC(OC(=O)c1ccc2c(c1)OCO2)C(=O)NC1CCCCC1 (stereo unspecified)	-3	2
44	CCCSc1nc(N2CCCC2)c2c(c1C#N)CC(C)(C)OC2	43	7
45	COc1cc(C(=O)Nc2ccc(S(=O)(=O)Nc3onc(C)c3C)cc2)cc(OC)c1OC	-3	-4
46	CCOc1ccc(-c2[nH]nc3c2C(c2ccc4c(c2)OCO4)C(C#N)=C(N)O3)cc1OC (stereo unspecified)	-1	1
47	Cc1csc(SCC(=O)O)n1	1	-10
48	Oc1ccc2ccccc2c1N=Nc1ccccn1	-57	0
49	CCOC(=O)c1nccnc1C(=O)Nc1cccc(C(F)(F)F)c1	-8	0
50	O=C1Cc2c([nH]c3ccc(Br)cc23)-c2ccccc2N1	0	2
51	O=C(COC(=O)C12CC3CC(CC(O)(C3)C1)C2)Nc1cccc(Br)c1	10	5
52	N#CC1=C(N)Oc2cc(N)ccc2C1c1ccsc1 (stereo unspecified)	-19	-2
53	O=[N+]([O-])c1cc2c(c(CSc3ncccn3)c1)OCOC2	-10	11
54	c1ccc2c(c1)ncn2CCn1cnc2ccccc21	-10	10
55	O=S(=O)([O-])C(c1ccccc1)[n+]1ccccc1 (stereo unspecified)	10	2
56	O=c1n(-c2ccccc2)c(=O)n(Cc2ccccn2)n1Cc1ccccn1	2	8
57	CCNc1nc2[nH]c(=O)c3c(c2s1)OC(N)=C(C#N)C3c1ccc(C)cc1 (stereo unspecified)	-9	-5
58	CCN(CC#CCC(O)(c1ccccc1)C1CCCC1)C(C)C (stereo unspecified)	-4	4
59	NS(=O)(=O)c1ccc(Oc2ccc(S(N)(=O)=O)cc2)cc1	-1	-3
60	CCC(COC(=O)c1ccccc1)Oc1cc(NCc2ccccc2)c2ncn(C(C)C)c2c1 (stereo unspecified)	-5	3
61	CC(=O)C[C@@H](O)CC(=O)[C@@H]1OC(=O)[C@H](C)C/C=C\Cc2ccccc21	-4	-4
62	O=C(O)[C@H]1CCCN1S(=O)(=O)c1cccc2cccnc12	-31	10
63	Cc1ccc(C(=O)Nc2ccccc2C(=O)O)cc1S(=O)(=O)Nc1ccc(Br)cc1	11	4
64	COc1ccccc1-c1cc2nc(NCCc3ccc(S(N)(=O)=O)cc3)ccn2n1	18	2
65	CN1OC(Cn2cc(C#N)c(=O)n(C)c2=O)CC1c1ccccc1 (stereo unspecified)	17	-21
66	O=c1c2cccc3c2c(nn1-c1ccccc1)-c1ccccc1-3	-18	18
67	O=C(NCc1ccco1)c1ccc(NS(=O)(=O)c2cccc([N+](=O)[O-])c2)cc1	3	7
68	Clc1ccc(CSc2ccc(-c3cccnc3)nn2)cc1	4	-5
69	CC(=O)NC1CC2CCCC(C1)N2C(=O)Nc1ccccc1 (stereo unspecified)	4	15
70	OC(c1cccc(Cl)c1)c1nc(-c2cc3ccccc3o2)cs1 (stereo unspecified)	3	-3
71	CC(C)C(c1nnnn1Cc1ccc(F)cc1)N1CCN(C2CCCCC2)CC1 (stereo unspecified)	23	-14
72	CCC(=O)N1CCC(C)(C(=O)Nc2ccc3c(c2)OCCO3)C1 (stereo unspecified)	6	0
73	COc1ccc2cc3c(N)nn(C(=O)Cc4ccc(Cl)cc4)c3nc2c1	9	3
74	O=S(=O)(c1ccc(-n2cnnn2)cc1)N1CCC(N2CCCCC2)CC1	20	3
75	Cc1cc(C)nc(SCCN(C)C)n1	-2	3
76	COCCN(C(=O)c1ccc(OCC(C)C)cc1)c1c(N)n(Cc2ccccc2)c(=O)[nH]c1=O	6	-4
77	Cc1ccc(Cn2cnc3ccccc32)cc1C	-19	11
78	CCc1ccc(-n2nc3ccc(NC(=O)c4ccc5c(c4)OCO5)cc3n2)cc1	21	20
79	COc1cccc(C2CC(c3ccc(C)cc3)n3nc(N)nc3N2)c1 (stereo unspecified)	-9	1
80	O=C(COC(=O)CNS(=O)(=O)c1ccccc1)Nc1ncc(Cl)cc1Cl	6	3
81	CN(C(=O)COC(=O)/C=C/c1cccs1)c1c(N)n(Cc2ccccc2)c(=O)[nH]c1=O	3	5
82	NS(=O)(=O)c1c(Sc2ccccc2C(=O)O)ccc2ccccc12	-16	9
83	Cn1c(NCc2ccco2)nc2c1c(=O)n(Cc1ccc(Cl)cc1)c(=O)n2C	-38	-16
84	CC1Cc2ccccc2N1C(=O)CN1C(=O)NC2(CCCCC2)C1=O (stereo unspecified)	13	-34
85	CCOc1cc(C(=O)NC(=S)Nc2ccc(Cl)c(C(=O)O)c2)cc(OCC)c1OCC	-9	7
86	C=CCc1c(C)nc(SC)nc1Nc1ccc(C(=O)O)cc1	3	-1
87	CCc1sc(-c2ccccc2)nc1C(=O)OC	2	8
88	Cc1onc(-c2c(F)cccc2Cl)c1C(=O)OCC(=O)NC(N)=O	-1	2

By substructure: those above with a Cl atom.
nr	Molecule	TAG inh	TAG inh DAPI viability
5	CC1CCN(C(=O)CSc2nc(=O)n3cc(Cl)ccc3n2)CC1	-9	23
14	Cc1c(N/C(=N/S(=O)(=O)c2cc([N+](=O)[O-])ccc2Cl)c2ccccc2)c(=O)n(-c2ccccc2)n1C	5	-5
20	CN(CC(=O)Nc1ccc(Cl)c(C(F)(F)F)c1)C(=O)/C=C/c1cccs1	-11	4
26	O=C(Nc1cccc(Cl)c1)C1=Cc2cc(Cl)ccc2OC1	-5	1
31	CC(=O)Nc1ccc(-c2nnn(CC(=O)c3ccccc3)n2)cc1Cl	-6	-8
36	COC(=O)CC1(C(=O)OC)Nc2cc(Cl)c(Cl)cc2S(=O)(=O)N1O (stereo unspecified)	1	-3
41	CC(C)Nc1nc(Nc2ccc(Cl)cc2F)c2sccc2n1	-5	11
68	Clc1ccc(CSc2ccc(-c3cccnc3)nn2)cc1	4	-5
70	OC(c1cccc(Cl)c1)c1nc(-c2cc3ccccc3o2)cs1 (stereo unspecified)	3	-3
73	COc1ccc2cc3c(N)nn(C(=O)Cc4ccc(Cl)cc4)c3nc2c1	9	3
80	O=C(COC(=O)CNS(=O)(=O)c1ccccc1)Nc1ncc(Cl)cc1Cl	6	3
83	Cn1c(NCc2ccco2)nc2c1c(=O)n(Cc1ccc(Cl)cc1)c(=O)n2C	-38	-16
85	CCOc1cc(C(=O)NC(=S)Nc2ccc(Cl)c(C(=O)O)c2)cc(OCC)c1OCC	-9	7
88	Cc1onc(-c2c(F)cccc2Cl)c1C(=O)OCC(=O)NC(N)=O	-1	2

Source: PubChem (Sanford-Burnham Center for Chemical Genomics)
